KKLEB tox = counter-screen for CF NF-kB inhibitors: cytotoxicity | KKLEB CF airway cells viability, ATPlite luminescence, overnight; hits give low values; cells stimulated with P. aeruginosa culture filtrate | activity change (cytotoxicity), % at 5 µM | 360,000 compounds, 0.36% hits;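 active = corrected activity change at or below -50% at 5 µM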
NR2E3 ag-1 = agonists of human nuclear receptor NR2E3 | Q9Y5X4 | GST-NR2E3/biotin-RetCOR TR-FRET, 1536-well | inhibition of corepressor binding, % at 4.78 µM | 320,000 compounds, 0.12% hits | AID 2300;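 active = percent inhibition above the cutoff of mean plus 3 SD of all tested compounds, set per screening campaign, cut at about 20% in these data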;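 also: 0% = DMSO wells and 100% = biotin wells as full block of FRET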
Target sequence (Q9Y5X4 whole entry, looked up): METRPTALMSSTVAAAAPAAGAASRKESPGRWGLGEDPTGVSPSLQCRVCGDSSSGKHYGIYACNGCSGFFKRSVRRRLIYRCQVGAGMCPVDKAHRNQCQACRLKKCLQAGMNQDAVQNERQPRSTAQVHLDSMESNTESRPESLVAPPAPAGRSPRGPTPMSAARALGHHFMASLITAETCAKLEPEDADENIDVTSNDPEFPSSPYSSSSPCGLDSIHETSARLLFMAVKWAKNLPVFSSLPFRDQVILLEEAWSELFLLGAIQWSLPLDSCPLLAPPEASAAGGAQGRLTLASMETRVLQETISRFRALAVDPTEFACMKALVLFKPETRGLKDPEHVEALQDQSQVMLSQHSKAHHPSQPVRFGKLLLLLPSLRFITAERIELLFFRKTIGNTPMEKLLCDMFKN
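System: GST-NR2E3 and biotin-RetCOR proteins; probe or stimulus: 7 nM biotin-RetCOR; doses: compound at 4.8 µM, single dose; schedule: Compound–protein incubation for 5 h at 4 °C; detection: time-resolved FRET; read-out: percent inhibition; controls: biotin wells as high control, 0.6% DMSO wells as low control; format: 1536-well plates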
HIF-2a block = inhibitors of HIF-2a | 360,000 compounds, 0.72% hits | 786-0 RCC cells HIF-2a reporter, luciferase luminescence, overnight | inhibition, % at 18.8 µM;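 active = inhibition of the luminescence signal of 40% or more relative to plate controls, in a single-dose primary screen at 18.75 µM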
NR2E3 ag-2 = agonists of human NR2E3 nuclear receptor; AID 602229; CHO-S Gal4-NCOR/VP16-NR2E3 two-hybrid, luciferase; Q9Y5X4; 360,000 compounds, 0.35% hits; inhibition of corepressor binding, % at 3.98 µM;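 active = inhibition above the mean of all tested compounds plus 3 SD, cut at about 70% in these data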;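 also: 0% = DMSO with NR2E3 transfected cells and 100% = cells lacking NR2E3 construct; higher means lower luciferase signal from less NR2E3 corepressor binding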
Vif imaging = HIV Vif inhibition; HEK293T cells, Vif self-association by quenched fluorescence, imaging, 24 h; inhibition, % at 7.49 µM; 340,000 compounds, 0.35% hits; in the data active = inhibition above about 50%, passing the limit was not always enough; also: some results filed as inactive read as strong as hits
MITF TRPM1 inh = reduces MITF-dependent TRPM1 promoter luciferase signal. SK-MEL-5 TRPM1 promoter luciferase, 24 h. inhibition, % at 12.5 µM. AID 488899. 330,000 compounds, 0.83% hits;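 active = mean inhibition across replicates of 60% or more, whatever share of single replicates reaches that level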; also: values of inactives mirror those of a sister screen read the other way
Peg3 promoter = reduces Peg3 promoter-driven luciferase expression in HeLa. HeLa PEG-Prom luciferase reporter, luminescence, overnight. inhibition, % at 20 µM. 360,000 compounds, 1.7% hits;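 active = inhibition of at least 50% at 20 µM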
PDI turbidity = PDI (human) enzyme inhibition; P07237; PDI insulin aggregation turbidity, A650, 90 min; inhibition, % at 10 µM; 350,000 compounds, 0.052% hits; AID 588391;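 active = mean inhibition across replicates of 30% or more, whatever share of single replicates reach that level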;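 also: absorbance from insulin aggregation driven by PDI reduction with DTT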
Target sequence (P07237 whole entry, looked up): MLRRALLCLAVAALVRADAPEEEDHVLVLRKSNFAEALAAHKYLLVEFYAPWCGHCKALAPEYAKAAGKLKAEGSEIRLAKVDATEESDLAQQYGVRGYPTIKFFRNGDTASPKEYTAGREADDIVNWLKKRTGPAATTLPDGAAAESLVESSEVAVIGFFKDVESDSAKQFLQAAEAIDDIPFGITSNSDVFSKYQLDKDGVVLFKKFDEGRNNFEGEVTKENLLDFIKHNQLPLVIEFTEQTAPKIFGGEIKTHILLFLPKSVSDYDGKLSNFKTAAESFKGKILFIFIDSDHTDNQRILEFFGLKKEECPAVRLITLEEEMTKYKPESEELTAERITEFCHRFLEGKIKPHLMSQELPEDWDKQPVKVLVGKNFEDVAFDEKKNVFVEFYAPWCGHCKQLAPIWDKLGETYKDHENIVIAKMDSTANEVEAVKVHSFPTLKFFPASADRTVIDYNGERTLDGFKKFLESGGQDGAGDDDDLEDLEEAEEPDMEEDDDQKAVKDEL
CaV13 ICDI inh = Disruptors of the CACNA1D IQ motif to Ca2+-dependent inactivation inhibitor domain association, primary screening, Förster resonance energy transfer in intact living …; HEK cells, CFP/YFP FRET ICDI-IQ, plate reader, 10 min; percent FRET-ratio fall versus neutral wells; inhibition, % at 12.3 µM; 340,000 compounds, 0.098% hits; AID 743397;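 active = mean replicate inhibition of at least 30% and at least 1% of replicates passing that level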;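 also: 0% = median of the neutral control wells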
CF NFkB inh = cystic fibrosis NF-kB activation inhibition; KKLEB NF-kB-GFP reporter, PAF-induced, GFP fluorescence overnight; inhibition, % at 5 µM; 360,000 compounds, 0.86% hits; AID 588850;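 active = at least 50% inhibition at 5 µM, scaled per plate between neutral and stimulator controls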;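 also: PAF is a Pseudomonas aeruginosa culture filtrate used as stimulus; plate controls were PAF-stimulated DMSO wells for no effect and unstimulated DMSO wells for full effect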
Shn3 3UTR inh = inhibitors of Schnurri-3 3'UTR reporter in osteoblasts. Clone20 osteoblast Shn3 3'UTR firefly luciferase, 24 h. 360,000 compounds, 0.52% hits. inhibition, % at 12.5 µM;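 active = mean inhibition of at least 75% with every replicate also reaching 75%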;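 also: 0% = median of neutral control wells and 100% = pilot-screen positive control compound; some compounds past the cut are filed as inactive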
An asterisk follows results filed as active; x = not tested or not shown. Compounds were not picked by outcome; overall some 3.3% were active at least once.

No.	canonical_smiles	KKLEB tox	NR2E3 ag-1	HIF-2a block	NR2E3 ag-2	Vif imaging	MITF TRPM1 inh	Peg3 promoter	PDI turbidity	CaV13 ICDI inh	CF NFkB inh	Shn3 3UTR inh
1	Cc1cc(NC(=O)Cn2nc(C(=O)O)c3ccccc3c2=O)ccc1Br	1.0	5.1	-2.1	-36.4	5.8	2.0	2.7	-3.8	-2.9	4.4	-18.4
2	CSc1ccccc1C(=O)N1CCN(c2cccc(Cl)c2)CC1	-6.8	8.0	29.9	5.1	-8.6	8.9	23.6	-2.3	-7.5	22.3	24.2
3	Oc1ccc2ccccc2c1N=Nc1ccccc1F	-1.1	-2.0	-120.8	-6.0	13.7	16.4	-90.0	11.2	-12.9	-41.9	-25.4
4	Cc1nccn1CCCNC(=O)C1CCC(=O)N(Cc2ccccc2F)C1 (stereo not drawn)	3.1	-4.6	2.5	-15.4	4.4	10.2	-1.6	1.7	-2.9	-6.3	4.4
5	CNC(=O)N1CCN(C(=O)NC)CC1	5.9	3.7	-2.1	-6.8	9.8	8.2	-9.7	-9.1	-8.6	1.7	-9.8
6	COc1ccccc1OCC(=O)Nc1c2c(nn1-c1ccc(F)cc1)CS(=O)(=O)C2	-13.6	-4.2	17.5	8.2	13.8	0.3	17.2	-3.9	-2.6	1.2	-2.5
7	CC(=O)c1cccc(NCC(=O)Nc2cc(S(=O)(=O)N3CCCCC3)ccc2C)c1	4.6	-1.6	19.6	-10.6	-20.0	6.4	10.5	-2.0	-5.1	14.4	16.9
8	CCOC(=O)/C(C#N)=C/N=c1ccc(C)cn1C	-11.2	1.4	-174.3	-69.2	5.9	-19.2	-97.5	1.6	-4.2	-19.6	x
9	CCc1cc(=O)oc2cc(OCC(=O)NCCCN3CCCC3=O)ccc12	15.9	-0.4	-2.9	2.6	-0.1	-5.1	0.8	-13.2	-5.2	-6.0	29.8
10	O=C(NC1CCCCC1)N1CCN(CCc2ccccc2)CC1	7.2	0.8	6.7	10.1	2.9	7.4	1.6	0.9	-8.9	-16.6	14.2
11	N#CCCN1CCN(C(=S)c2ccc(-c3ccc(Cl)c(Cl)c3)o2)CC1	-30.9	-2.0	-307.4	-34.4	-2.5	-46.5	-176.6	1.0	x	2.0	-17.0
12	Cc1ccc(S(=O)(=O)Nc2cccc(-c3ccc4nnc(C)n4n3)c2)s1	-9.5	2.2	1.9	-10.8	-5.9	-9.5	15.4	-1.8	-4.8	-30.0	-25.0
13	COc1ccccc1OC(=O)c1cc2ccccc2oc1=O	3.5	0.2	8.2	-6.6	0.1	-8.7	-4.3	-2.0	-5.9	-7.6	1.5
14	O=C(COC(=O)CCC(=O)c1cccs1)Nc1ccccc1[N+](=O)[O-]	5.5	4.8	0.8	14.5	-1.4	15.6	7.1	2.6	4.9	1.4	4.0
15	Cn1nnnc1Sc1ncnc2scc(-c3ccccc3Cl)c12	-23.5	1.1	65.4*	66.4	-0.6	44.0	105.6*	3.5	-4.4	56.2*	-12.5
16	O=S(=O)(c1ccc(SCc2ccccc2F)nc1)N1CCCC1	31.6	-0.7	-122.1	-30.9	-4.7	-19.3	-86.8	13.3	-2.7	18.0	3.8
17	CCN(Cc1ccncc1)C(=O)c1cccs1	3.2	3.2	11.2	-5.1	7.8	21.0	-10.0	3.5	-4.0	13.7	0.0
18	O=c1oc2c(CN3CCCCC3)c(O)ccc2c2c1CCCC2	7.1	5.4	-9.4	-10.7	0.4	-27.0	-19.4	8.7	-2.5	-7.5	7.4
19	C/C(Cl)=C\Cn1c(N2CCCC2)nc2c1c(=O)[nH]c(=O)n2C	-7.6	3.4	6.5	4.1	-0.8	-14.2	-1.8	4.9	-5.6	26.6	-5.9
20	C[C@H](CO)N1C[C@H](C)[C@@H](CN(C)S(=O)(=O)c2ccccc2)Oc2ccc(NC(=O)Nc3ccccc3)cc2C1=O	2.6	x	7.7	-3.3	7.1	-0.6	19.6	0.4	-3.0	-9.5	-8.7
21	COc1ccc(NC(=O)C2=C(C)NC(=S)NC2c2ccc(O)c(OC)c2)cc1 (stereo not drawn)	6.7	1.1	13.6	-6.3	11.3	7.8	15.1	-2.4	-3.7	-10.7	-27.3
22	COc1ccc(/C=C\C(=O)O[C@@H]2C(O)C(O[C@@H]3OC(C)[C@H](O[C@@H]4OCC(O[C@H]5O[C@H](CO)[C@@H](O)C(O)C5O)C(O)C4O)C(O)C3O)[C@H](OC(=O)[C@]34CCC(C)(C)C[C@@H]3C3=CCC5[C@@]6(C)CC(O)C(O[C@@H]7OC(CO)C(O)[C@H](O)[C@H]7O)[C@@](C)(C(=O)O)C6CC[C@@]5(C)[C@]3(CO)CC4)O[C@H]2C)cc1 (stereo partly drawn)	8.3	x	34.0	96.5*	-1.2	68.1*	50.8*	-1.6	x	-57.9	-1.1
23	CNC(=O)c1ccccc1NC(=O)c1c(O)c2c([nH]c1=O)CCCC2	-1.1	-2.9	-105.2	-8.5	9.7	-0.9	-38.0	13.5	-0.7	6.0	-3.8
24	Cc1nc2c([N+](=O)[O-])c(C)c(C)cc2[nH]1	-0.9	1.1	16.9	-8.3	-2.5	-1.1	2.6	-4.2	-13.2	7.6	3.5
25	CC1(C2CC2)NC(=O)N(CC(=O)N2CCN(c3cccc(C(F)(F)F)c3)CC2)C1=O (stereo not drawn)	7.7	x	6.5	2.8	-21.3	-1.9	15.1	8.9	-9.9	11.8	39.1
26	Cn1nc(C(=O)NCCOc2ccccc2)c2ccccc2c1=O	-4.3	4.1	-5.8	3.2	-7.1	-5.5	-8.2	-2.0	2.5	11.4	-3.4
27	Cc1ccc2nc(N(CCCN(C)C)C(=O)COc3ccc(Cl)cc3)sc2c1	-1.9	2.9	-13.5	20.8	-19.1	25.9	-45.4	12.6	-5.0	2.9	16.9
28	Cc1ccc(C)c(OCC(=O)NNC(=O)C2CCC2)c1	-16.8	1.6	0.9	7.9	-3.6	5.6	5.1	-7.4	-1.3	27.7	5.3
29	CNC[C@H]1OCc2ccccc2-c2ccccc2C(=O)N([C@@H](C)CO)C[C@H]1C	-3.4	x	10.5	-18.2	5.2	x	-21.0	2.0	-2.9	1.1	-2.0
30	Cc1ccc(C(=O)NNC(=S)Nc2cccc(Cl)c2Cl)cc1[N+](=O)[O-]	2.5	1.8	-56.9	-20.5	x	5.1	-22.5	-3.1	-8.7	10.3	-1.7
31	Cc1cc(C)c2c(c1)C1(OCCO1)C(=O)N2	7.4	0.1	11.7	-3.4	2.8	-4.0	10.9	0.7	-19.9	-10.0	-6.2
32	COc1cccc(C(=O)NNC(=O)/C=C/c2ccccc2)c1	2.3	x	6.1	0.3	-4.6	-3.2	4.7	14.9	-1.9	-10.8	10.0
33	CCOc1ccc(/C=N/OCC(=O)NCc2cccs2)cc1	5.4	3.3	10.3	-11.8	1.9	-5.1	8.4	-3.1	-6.0	-9.3	-3.2
34	CC(C)(C)C(=O)CN1C(=O)NC2(CCOc3ccccc32)C1=O (stereo not drawn)	-1.2	x	15.8	-14.0	0.5	5.8	-3.0	7.9	-3.9	-2.4	12.5
35	CCOC(=O)c1ccc(-c2c(C)cc3oc(=O)cc(-c4ccccc4)c3c2C)cc1	-23.8	x	5.1	-14.4	-3.1	5.5	-1.7	-4.2	-5.1	47.5	-14.8
36	CC(C)CNC(=S)NC(=O)c1ccc(Cl)cc1Cl	-0.3	3.3	-119.1	-46.6	1.1	-36.5	-178.9	-3.4	-4.5	-9.8	-45.8
37	CCCS(=O)(=O)NC(=O)C1(C)CCN(C(=O)c2c(C)noc2C)C1 (stereo not drawn)	-10.0	x	9.0	-19.4	0.8	x	4.4	7.5	-4.6	8.7	3.9
38	O=C(O)c1oc2ccccc2c1CN1CCN(c2ccccc2)CC1	-14.2	-3.8	15.0	-4.4	x	0.2	3.4	7.1	x	1.7	-17.0
39	O=C(CCc1ccccc1)NN1C(=O)C2C3C=CC(O3)C2C1=O (stereo not drawn)	6.9	-0.2	16.6	-18.0	-4.4	8.0	13.7	2.0	-6.6	0.9	-22.8
40	O=C(CSc1nc(C2CCCCC2)n(-c2ccccc2)n1)NCCN1C(=O)CSC1=O	14.9	0.8	7.7	-1.4	x	2.8	8.1	0.3	-2.4	-0.4	-5.8
41	CCOC(=O)C1CCCN(c2ncnc3c2cnn3-c2cccc(C)c2)C1 (stereo not drawn)	3.7	-1.0	-27.9	-53.4	x	22.3	-23.6	1.4	-8.4	-1.8	2.5
42	Cc1cc(Sc2nc(NC(C)(C)C)nc(N3CCOCC3)n2)nc(Cl)n1	-19.6	0.6	15.7	6.3	-3.4	-6.7	24.1	1.9	-3.4	26.5	-16.4
43	COc1ccc(CCNC(=O)c2c(O)c3cc(OC)c(OC)cc3[nH]c2=O)cc1OC	-31.2	x	1.9	22.3	14.4	x	42.2	1.6	-4.1	34.6	1.6
44	NS(=O)(=O)c1ccc(Nc2nc(-c3ccccc3)cs2)cc1	11.7	-1.6	-281.1	-52.3	-3.9	-52.8	-160.8	-8.6	-5.9	-22.9	-19.4
45	CCOC(=O)c1cc(OC)c2cccc(CN3CCCC(C)(C(=O)NCCOC)C3)c2c1 (stereo not drawn)	-14.3	x	2.1	-29.7	1.4	x	19.1	0.9	-6.5	22.7	48.4

Screening data (PubChem BioAssay)
